High-throughput results: PubChem BioAssay, NMMLSC
QS inhibitor: S. aureus quorum sensing inhibition. S. aureus RN6390 RNAIII-GFP reporter, AIP-induced, flow cytometry 3 h. inhibition, % at 2 µM. hit rate 0.3% among 24,000. AID 527;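 active means share of bacteria positive for the green fluorescent reporter and its mean brightness both inhibited by 50% or more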;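 further: 0% = AIP-stimulated control and 100% = unstimulated bacteria without AIP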
QS inhibitor GFP MFI %: further read-out of QS inhibitor, marked with its call; inhibition, %; measured here: inhibition of GFP MFI
* = called active by the depositor. An excerpt; rates above refer to the full screens.

1	CCC1CCCCN1C(=O)CSc1nnc(CNC(=O)c2ccco2)o1 (configuration not stated)
2	CCn1c(=O)cc(OCC(=O)N2CCCC2)c2ccccc21
3	N#Cc1ccc(CSc2nnc(-c3ccccn3)n2-c2ccccc2)cc1
4	O=C(CN1CCN(c2ccccn2)CC1)Nc1ccc(Cl)c(C(F)(F)F)c1
5	O=C(Nc1ccc(N2CCCC2)cc1)c1cccc(F)c1
6	CCOC(=O)c1cc2n(c1C)-c1ccccc1C2=O
7	CCS(=O)(=O)N1CCC(C(=O)N2CCOCC2)CC1
8	CCOc1ccc(NC(=O)CSc2nnc(Cc3cccn3C)n2-c2ccc(OC)cc2)cc1

assay / entry	1	2	3	4	5	6	7	8
QS inhibitor	8.2	-1.8	-0.9	2.8	-1.2	-0.7	-1.8	0.8
QS inhibitor GFP MFI %	24.2	-42.0	-0.4	23.0	-6.1	9.0	6.0	4.7

9	O=C(NCc1cccnc1)C1c2ccccc2C(=O)N1C1CCCC1 (configuration not stated)
10	Cc1nn(-c2ccccc2)c(Cl)c1C(=O)NCC(=O)O
11	CC1CCN(c2nc3c(c(=O)[nH]c(=O)n3C)n2CCSc2ncccn2)CC1
12	Cc1nc(S(=O)(=O)NC2CCCCC2)c(C#N)c(C)c1Cl
13	COc1cc(C(=O)N2c3ccccc3CC2C)cc(OC)c1OC (configuration not stated)
14	COc1ccc2c(c1)CCc1c(C(=O)Nc3cc(C)n(Cc4ccc(Cl)cc4)n3)noc1-2
15	O=C(C1CCC1)N1CCc2cc(S(=O)(=O)NCC3COc4ccccc4O3)ccc21 (configuration not stated)
16	Cc1ccc(C(=O)CC2(O)C(=O)N(C)c3ccccc32)o1 (configuration not stated)

assay / entry	9	10	11	12	13	14	15	16
QS inhibitor	-0.3	0.0	-1.5	0.4	-0.2	3.0	2.9	0.0
QS inhibitor GFP MFI %	-2.5	6.4	-4.0	1.3	-3.2	7.9	61.7	5.2

Five entries already listed, ordered by count of non-hydrogen atoms, ascending:
10	Cc1nn(-c2ccccc2)c(Cl)c1C(=O)NCC(=O)O
12	Cc1nc(S(=O)(=O)NC2CCCCC2)c(C#N)c(C)c1Cl
9	O=C(NCc1cccnc1)C1c2ccccc2C(=O)N1C1CCCC1 (configuration not stated)
11	CC1CCN(c2nc3c(c(=O)[nH]c(=O)n3C)n2CCSc2ncccn2)CC1
15	O=C(C1CCC1)N1CCc2cc(S(=O)(=O)NCC3COc4ccccc4O3)ccc21 (configuration not stated)

assay / entry	10	12	9	11	15
QS inhibitor	0.0	0.4	-0.3	-1.5	2.9
QS inhibitor GFP MFI %	6.4	1.3	-2.5	-4.0	61.7

Following part:
17	CCc1ccc(-c2nc(CN3CCC(C(=O)NCCc4ccc(OC)c(OC)c4)CC3)c(C)o2)cc1
18	CCCN1CCC(NC(=O)Nc2ccc(OC)c(OC)c2)CC1
19	CC(C)CC(=O)Nc1c2c(nn1-c1ccc(F)cc1)CSC2
20	O=C(O)CCN1C(=O)c2ccccc2C1=O
21	COc1cccc(-n2c(SCC(=O)OC(C)C)nnc2-c2cccnc2)c1
22	Cc1ccc(NC(=O)CS(=O)CC(=O)NCC2CCCO2)cc1 (configuration not stated)
23	COc1ccc(-n2c(=O)c3c4c(sc3n3cnnc23)CC(C)CC4)cc1 (configuration not stated)
24	CCOc1ccc(C(=O)N(Cc2ccc(N(C)C)cc2)C2CCS(=O)(=O)C2)cc1 (configuration not stated)

assay / entry	17	18	19	20	21	22	23	24
QS inhibitor	0.5	0.5	-3.3	-0.3	1.6	-0.3	0.0	-0.4
QS inhibitor GFP MFI %	3.3	11.5	-4.5	-5.1	2.2	-1.7	4.3	-0.5

25	N#CC1=C(N)SC(N)=C(C#N)C1c1ccnc2ccccc12
26	Cc1cc(C(=O)CSc2nnc(-c3ccco3)o2)c(C)n1CC1COc2ccccc2O1 (configuration not stated)
27	O=C(NC(O)C(=O)c1ccccc1)c1cccs1 (configuration not stated)
28	O=c1cc(CO)oc(CN2CCCC2)c1O
29	CCN(CC)c1ccc(NC(=O)CC2Oc3ccccc3NC2=O)c(C)c1 (configuration not stated)
30	CC(=O)Nc1cccc(NC(=O)CSc2nn3c(=O)c(C)nnc3s2)c1
31	O=C(Cn1cnc2c(oc3ccccc32)c1=O)N1CCCc2ccccc21
32	COc1cccc(-c2cc(C(=O)N3CC4(C)CC3CC(C)(C)C4)no2)c1 (configuration not stated)

assay / entry	25	26	27	28	29	30	31	32
QS inhibitor	-4.8	2.2	2.4	-9.1	-5.7	-1.2	3.4	-3.4
QS inhibitor GFP MFI %	-15.9	6.1	12.6	-25.6	-34.5	-1.8	11.9	-2.9

33	CC1CN(CC(O)COc2ccccc2C(C)(C)C)CC(C)O1 (configuration not stated)
34	COc1ccc2[nH]c(C)c(CN3CCCC(C)C3)c(=O)c2c1 (configuration not stated)
35	NC(=O)c1nn(-c2ccccc2)nc1NC(=O)CN1CCCCC1
36	CCOc1ccc(C(=O)NCCn2cc(SCC(=O)Nc3cc(C)on3)c3ccccc32)cc1
37	O=C(Nc1cccc(-c2cn3cccnc3n2)c1)c1ccc2c(c1)OCO2
38	CC1Cc2ccccc2N1C(=O)c1cccnc1 (configuration not stated)
39	CC(C)[N+](C)(CCOC(=O)C1c2ccccc2Oc2ccccc21)C(C)C
40	COc1ccc(-n2c(Cc3cccn3C)nnc2SCC(=O)Nc2ccc(F)cc2F)cc1

assay / entry	33	34	35	36	37	38	39	40
QS inhibitor	-1.2	0.4	-11.4	0.0	-9.1	-1.4	0.4	-4.1
QS inhibitor GFP MFI %	-11.5	-1.9	-36.1	22.7	-24.4	3.4	2.3	-2.8

Full records from above:
`CCOc1ccc(C(=O)NCCn2cc(SCC(=O)Nc3cc(C)on3)c3ccccc32)cc1` is listed as QS inhibitor: 0.0; QS inhibitor GFP MFI %: 22.7
`O=C(Nc1cccc(-c2cn3cccnc3n2)c1)c1ccc2c(c1)OCO2` is listed as QS inhibitor: -9.1; QS inhibitor GFP MFI %: -24.4

Additional structures follow.
41	COc1cccc(N2CCN(C(=O)CN(c3ccc(C)cc3)S(=O)(=O)c3c(C)n[nH]c3C)CC2)c1
42	CC(=O)N1C(=O)C2(Nc3ccccc3N2)c2ccccc21
43	CCN(CCCNC(=O)CCCn1c(=O)[nH]c2ccccc2c1=O)c1cccc(C)c1
44	O=C(O)C1C2CCC(C2)C1C(=O)NCCCn1ccnc1 (configuration not stated)
45	CNC(=O)CSc1nnc(-c2ccc(S(=O)(=O)N3CCCC3)cc2)n1-c1cccc(C)c1C
46	CCc1cccc(NC(=O)CS(=O)Cc2nc(-c3ccc(C)cc3)oc2C)c1 (configuration not stated)
47	CCCCC(CCC(=O)Nc1ccccc1C(=O)OCC)C(=O)O (configuration not stated)
48	CCOC(=O)c1cccc(NC(=O)Cn2cc3c(n2)CCC(C)C3)c1 (configuration not stated)

assay / entry	41	42	43	44	45	46	47	48
QS inhibitor	0.1	-0.4	37.9	-1.6	2.2	-1.3	-3.7	5.7
QS inhibitor GFP MFI %	11.1	-4.5	66.8	-2.4	1.3	-0.5	-10.4	10.6

49	O=C1CSC(c2cccc(F)c2)N1c1ccccc1F (configuration not stated)
50	CCOc1ccccc1NC(=O)CSc1nccn1-c1ccccc1
51	O=C(C1CCN(S(=O)(=O)N2CCC3(CC2)OCCO3)CC1)N1CCC(Cc2ccccc2)CC1
52	Cc1cccc(CCNS(=O)(=O)c2ccc3c(c2)oc(=O)n3C)c1
53	O=C(NCc1nc2ccccc2[nH]1)c1ccco1
54	COc1cccc(-n2nnc3c(=O)n(Cc4cccc(F)c4)cnc32)c1
55	COc1ccc(C(CC(=O)NCCCN2CCOCC2)NS(=O)(=O)c2ccc(C)cc2)cc1 (configuration not stated)
56	O=c1c2[nH]c3cccc(Cl)c3c2ncn1CCN1CCCCC1

assay / entry	49	50	51	52	53	54	55	56
QS inhibitor	3.2	-0.5	-0.3	-5.7	0.0	0.0	0.8	-0.5
QS inhibitor GFP MFI %	7.7	-8.3	1.0	-14.9	12.2	7.6	4.5	-30.5

Shown field by field: part of the list above
(28) O=c1cc(CO)oc(CN2CCCC2)c1O
  QS inhibitor: -9.1
  QS inhibitor GFP MFI %: -25.6
(29) CCN(CC)c1ccc(NC(=O)CC2Oc3ccccc3NC2=O)c(C)c1 (configuration not stated)
  QS inhibitor: -5.7
  QS inhibitor GFP MFI %: -34.5

Going on with the list.
57	O=C(CCC(=O)N1CCN(S(=O)(=O)c2ccccc2)CC1)c1cccs1
58	O=C(NC1CCCCC1)c1cccnc1C(=O)O
59	COc1ccccc1N1CCN(C(=O)CCCn2c(=O)[nH]c3ccsc3c2=O)CC1
60	N#Cc1cc2c(nc1SCC(=O)N1CCCCC1)CCCC2
61	CCOC(=O)C1=C(C)Nc2nc(SC)nn2C1c1ccc(C(=O)OC)cc1 (configuration not stated)
62	Cc1nc2nc[nH]n2c(=O)c1NC(=O)CC12CC3CC(CC(C3)C1)C2
63	COC(=O)CSc1nnc(-c2ccc(OC)cc2OC)o1
64	O=C(NC(c1ccccc1)c1ccccc1)C1CCCN(S(=O)(=O)c2cnc[nH]2)C1 (configuration not stated)

assay / entry	57	58	59	60	61	62	63	64
QS inhibitor	-0.7	0.6	-6.7	-2.3	-0.4	-4.7	-0.2	5.4
QS inhibitor GFP MFI %	1.8	-4.5	-11.1	-2.9	-1.5	-4.2	1.3	12.4

65	O=C(NC1CCCCC1)C1CC(O)CN1C(=O)OCc1ccccc1 (configuration not stated)
66	Cc1cc(C)c2c(=O)n(CC(=O)NCCCN3CCOCC3)sc2n1
67	Cc1ccccc1S(=O)(=O)Cc1ccc(C(=O)N2CCN(C3CCCCC3)CC2)o1
68	COCc1cc(C)nc2sc3c(=O)n(Cc4ccco4)nnc3c12
69	CCn1cc(C(=O)NCCN(C)CCc2ccccc2)c(=O)c2cc(S(=O)(=O)N(C)C)ccc21
70	O=C(NCc1cccnc1)c1ccc(CS(=O)(=O)c2ccc(Br)cc2)o1
71	Cn1c(=O)cc(OCCCC(=O)NC2CCCC2)c2ccccc21
72	Cc1ccc(-c2nc3ncccn3c2Nc2ccc3c(c2)OCCO3)o1

assay / entry	65	66	67	68	69	70	71	72
QS inhibitor	0.1	4.1	-1.4	0.1	-8.9	-3.3	-3.2	-1.2
QS inhibitor GFP MFI %	22.9	17.0	-7.0	-5.6	-7.0	-12.4	-0.9	-6.2

73	O=C1c2cccnc2C(=O)N1C1CCCCC1
74	O=C(CCN1CCc2ccccc2C1)Nc1ccc2c(c1)OCO2
75	CCOC(=O)Cc1csc(NC(=O)CSc2nnc(C(C)C)n2CC)n1
76	O=C(CCNS(=O)(=O)c1cccc2nsnc12)NC1CCCc2ccccc21 (configuration not stated)
77	Cc1ccc2c(c1)C(O)(CC(=O)c1ccc3c(c1)OCO3)C(=O)N2 (configuration not stated)
78	CCCS(=O)(=O)N1CCC(C(=O)NC2CCCCC2C)CC1 (configuration not stated)
79	COc1cc(N=c2ssnc2Cl)cc(OC)c1
80	O=C(Cn1cc2c(n1)CCCC2)NCc1cccs1

assay / entry	73	74	75	76	77	78	79	80
QS inhibitor	1.0	-1.8	-2.1	5.4	-2.4	8.3	-1.9	-15.9
QS inhibitor GFP MFI %	13.4	-13.7	-7.9	8.1	-20.4	17.4	-5.5	-34.2

81	CC(C)c1ccc(NC(=O)C2CC(=O)N(C(C)C)C2)cc1 (configuration not stated)
82	COc1ccccc1CNC(=O)c1nnc(Cc2ccc(Cl)cc2)o1
83	CCOC(=O)C1CCN(C(=O)CSc2n[nH]c(=O)[nH]c2=O)CC1
84	Cc1ccc(CNC(=O)C2CCC(=O)N2C2CCCCC2)cc1 (configuration not stated)
85	COc1cc(C2=NOC(C(=O)NCc3ccc(F)cc3)C2)cc(OC)c1OC (configuration not stated)
86	CC(=O)n1nc2nc(C)cc(C)c2c1N
87	CCOc1ccc(NC(=O)c2cccnc2C(=O)O)cc1
88	COc1ccc(C(O)C(CN2CCOCC2)c2ccccc2)cc1F (configuration not stated)

assay / entry	81	82	83	84	85	86	87	88
QS inhibitor	-0.5	0.6	0.2	-3.3	-1.5	0.7	-0.9	0.1
QS inhibitor GFP MFI %	-4.2	-5.3	0.6	6.6	-2.5	3.6	-2.8	7.1

89	Cn1c(=O)c(=O)n(C)c2cc(S(=O)(=O)Nc3ccc4c(c3)OCCO4)ccc21
90	COCCNC(=O)C(C)OC(=O)c1nsc(Cl)c1Cl (configuration not stated)
91	Cc1cc(Nc2ccc(Br)cc2F)n2ncnc2n1
92	O=C(C1CCC(Cn2c(=O)[nH]c3ccccc3c2=O)CC1)N1CCN(c2ccccc2)CC1 (configuration not stated)
93	CCOC(=O)C1CCCN(C(=O)CN2CCN(Cc3ccc(Cl)cc3)C2=O)C1 (configuration not stated)
94	CCc1nnc(NC(=O)c2cccc(C(=O)Nc3nnc(CC)s3)n2)s1
95	N#Cc1c(N2CCCC2)nc(N)c2c(N)nc(N3CCCC3)cc12
96	O=C(Nc1ccc(Cl)c(C(F)(F)F)c1)C1CCCN(S(=O)(=O)c2cnc[nH]2)C1 (configuration not stated)
97	Cc1ccc(CC23CN4CCN(CC(C4)C2O)C3)c(C)c1 (configuration not stated)
98	Cc1noc(C)c1S(=O)(=O)N(CC(=O)NCc1ccc(Cl)cc1)c1ccc2c(c1)OCO2

assay / entry	89	90	91	92	93	94	95	96	97	98
QS inhibitor	-0.4	0.1	-0.2	-2.8	-3.0	-0.1	0.0	8.4	-0.2	0.1
QS inhibitor GFP MFI %	-22.5	6.5	3.5	0.3	-9.1	-39.3	-8.2	21.9	-1.6	6.6
